Assay outcomes deposited in PubChem by The Scripps Research Institute Molecular Screening Center.
M4 antag – human M4 muscarinic receptor antagonists, primary screen, CHO cells, Fluo-8 calcium fluorescence | Muscarinic acetylcholine receptor M4 (Homo sapiens), P08173 | CHO-hM4 cells, ACh EC80 | inhibition, % at 3 µM | actives 0.73% (n = 360,000) | AID 624125, 2012;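 active means inhibition above its plate's cutoff, the mean inhibition of sample wells plus 3 SD, cut at about 27% in these data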;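 further: 0% = acetylcholine EC80 with DMSO and 100% = DMSO without agonist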
Target sequence (P08173 whole entry, looked up): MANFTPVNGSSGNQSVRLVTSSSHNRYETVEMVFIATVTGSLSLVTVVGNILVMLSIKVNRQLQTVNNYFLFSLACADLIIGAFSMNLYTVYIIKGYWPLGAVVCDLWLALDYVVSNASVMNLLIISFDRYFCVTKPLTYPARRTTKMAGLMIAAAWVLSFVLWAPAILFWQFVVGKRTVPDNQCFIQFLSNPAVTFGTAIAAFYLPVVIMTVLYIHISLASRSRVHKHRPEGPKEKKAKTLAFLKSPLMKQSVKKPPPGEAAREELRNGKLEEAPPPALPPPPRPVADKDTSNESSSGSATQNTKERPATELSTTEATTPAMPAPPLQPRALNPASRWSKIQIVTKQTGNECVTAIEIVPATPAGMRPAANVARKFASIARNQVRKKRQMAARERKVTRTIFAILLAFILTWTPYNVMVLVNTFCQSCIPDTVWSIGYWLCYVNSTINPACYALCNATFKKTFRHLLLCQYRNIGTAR
CHRM1 PAM – human M1 muscarinic receptor positive allosteric modulators, primary screen, CHO-K1 cells, Fluo-8 calcium fluorescence, 1536-well | Muscarinic acetylcholine receptor M1 (Homo sapiens), P11229 | CHO-K1 hM1, ACh EC20; 0% = ACh EC20, 100% = maximal ACh | activation, % at 3 µM | actives 0.088% (n = 360,000) | AID 588819, 2011; in the data active means activation above about 19%, passing the limit was not always enough
Target sequence (P11229 whole entry, looked up): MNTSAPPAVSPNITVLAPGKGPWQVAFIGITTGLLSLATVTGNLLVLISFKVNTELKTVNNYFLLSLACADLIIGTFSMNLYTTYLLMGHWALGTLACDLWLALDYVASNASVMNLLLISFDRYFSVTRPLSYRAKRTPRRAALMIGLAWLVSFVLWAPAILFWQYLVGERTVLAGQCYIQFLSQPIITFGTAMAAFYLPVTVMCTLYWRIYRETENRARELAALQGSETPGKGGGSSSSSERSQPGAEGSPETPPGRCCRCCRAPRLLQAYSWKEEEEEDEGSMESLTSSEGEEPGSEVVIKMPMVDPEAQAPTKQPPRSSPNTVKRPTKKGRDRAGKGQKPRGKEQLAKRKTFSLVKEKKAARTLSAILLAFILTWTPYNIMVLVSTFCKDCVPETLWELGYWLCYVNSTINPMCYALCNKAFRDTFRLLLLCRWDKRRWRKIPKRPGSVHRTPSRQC
CHO-K1 Ca antag – nonselective inhibitor or artifact in parental CHO-K1 cells; ATP-induced calcium, Fluo-8 fluorescence; inhibition, % at 3 µM; actives 0.6% (n = 360,000);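 active means inhibition above a per-plate cutoff, the plate's mean sample inhibition plus 3 SD, cut at about 24% in these data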;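 further: 0% = DMSO plus EC80 ATP and 100% = DMSO alone without ATP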
OXTR potentiate – human OXTR potentiators, primary screen, fluorescence, CHO-OTR cells, Fluo-8 calcium; Fluo-8 calcium fluorescence, potentiator mode; 0% = oxytocin EC15, 100% = EC100; actives 0.061% (n = 320,000); Oxytocin receptor (Homo sapiens), P30559; activation, % at 3 µM; AID 2445, 2010;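 active means activation above that plate's cutoff, the mean activation of tested compounds plus 3 SD, cut at about 6.6% in these data, passing the limit was not always enough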;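 further: 100% uses oxytocin at 75 nM as the full agonist control; some results filed as inactive read as strong as hits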
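test system = CHO-OTR cells, human receptor | compound = single-point 3.0 µM | schedule = 6 min compound pre-incubation at room temperature, 100 s kinetic read | signal = Fluo-8 no-wash calcium dye fluorescence, excitation 470-495 nm, emission 515-575 nm | repeats = single well per compound, singlicate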
CHO parental Ca – ATP-evoked calcium signal inhibitors, parental CHO, primary screen, counter-screen for OX1R antagonist project, cell-based, fluorescence, Fluo-8 calcium dye | parental CHO-K1, ATP-induced calcium, Fluo-8 fluorescence | inhibition, % at 5.6 µM | actives 0.63% (n = 330,000) | AID 463079, 2010;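 active means inhibition above that plate's mean sample inhibition plus 3 SD, cut at about 26% in these data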;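 further: 0% = ATP-challenged DMSO wells and 100% = DMSO wells without ATP; some compounds past the cut are filed as inactive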
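Material: parental CHO cells / Compound: single nominal dose of 5.6 µM per compound / Signal: Fluo-8 fluorescence / Replicates: singlicate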
M1 ag parental – counter-screen for M1 agonists: effect in parental CHO-K1 cells; Fluo-8 calcium fluorescence; scaled to maximal ATP response, vehicle zero; actives 0.48% (n = 360,000); activation, % at 3 µM; AID 602248, 2012; in the data active means activation above about 15%;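 further: untransfected CHO-K1 host cells lacking M1 receptor as counterscreen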
CHRM4 agonist – human M4 muscarinic receptor agonists, primary screen, CHO-K1 cells, Fluo-8 calcium fluorescence; Muscarinic acetylcholine receptor M4 (Homo sapiens), P08173; CHO-K1 hM4/Gqi5; vehicle 0%, full acetylcholine response 100%; activation, % at 3 µM; actives 0.14% (n = 360,000); AID 624127, 2012;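 active means activation above the run mean over all test wells plus 3 SD, cut at about 32% in these data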;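 further: peak over basal fluorescence ratio per well then scaled between controls; 0% = DMSO wells and 100% = acetylcholine at EC100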
CHRM1 antagonist – human M1 muscarinic receptor antagonists, primary screen, CHO-K1 cells, Fluo-8 calcium fluorescence, 1536-well. CHO-K1 hM1, ACh EC80 antagonist. inhibition, % at 3 µM. actives 1.3% (n = 360,000). AID 588852, 2011;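 active means percent inhibition above its own plate's cutoff, namely the mean of that plate's compound wells plus 3 SD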;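 further: peak over basal fluorescence ratio during 140 s after agonist addition; 0% = ACh EC80 plus DMSO and 100% = DMSO alone without agonist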
CHRM1 agonist – human M1 muscarinic receptor agonists, primary screen, Fluo-8 calcium fluorescence, CHO-K1 cells, HTS | Muscarinic acetylcholine receptor M1 (Homo sapiens), P11229 | CHO-K1 hM1, agonist mode; 0% DMSO, 100% acetylcholine EC100 | activation, % at 3 µM | actives 0.33% (n = 360,000) | AID 588814, 2011;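 active means activation above the run's mean compound activation plus 3 SD, cut at about 16% in these data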;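 further: peak over basal fluorescence ratio within a 140 s kinetic read after compound addition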
Active calls of the source: *; · = not tested or not shown.

SMILES	M4 antag	CHRM1 PAM	CHO-K1 Ca antag	OXTR potentiate	CHO parental Ca	M1 ag parental	CHRM4 agonist	CHRM1 antagonist	CHRM1 agonist
COc1cc2c(cc1OC)[C@H](C)N(C(=O)NCc1ccccc1)CC2	-9	4	-1	1	-7	-0.1	1	-2	-1
CC(C)CC1C(=O)N(Cc2cn(Cc3ccco3)nn2)CCS(=O)(=O)N1Cc1ccc(-c2ccc(F)cc2)cc1 (stereo unspecified)	15	0	-8	·	·	1.0	8	2	-1
COc1ccccc1NC(=O)CN1CCCCC1	2	-2	5	3	-11	-0.3	0	-2	-5
NC(=S)N/N=C/c1cc([N+](=O)[O-])ccc1OCCOc1ccccc1	-2	-1	4	-6	9	3.7	9	10	0
N/C(=N\OC(=O)CCC(=O)O)c1ncc(C(F)(F)F)cc1Cl	12	-2	-10	-13	-5	0.3	2	0	-6
O=C(OC1CCCCC1=O)c1cc(=O)c2ccccc2o1 (stereo unspecified)	1	5	-8	-5	2	-0.1	0	-27	-5
O=C(CNc1cc(S(=O)(=O)N2CCOCC2)ccc1N1CCCC1)Nc1ccc(Cl)cc1	9	-3	3	·	·	-0.4	0	7	-7
Cn1c(=O)[nH]c(=O)c2c1nc(CN1CCN(c3cccc(Cl)c3)CC1)n2Cc1ccccc1Cl	-4	9	1	-3	-9	0.1	0	-17	1
NCCCCNCCCN	-1	-29	-18	6	-2	0.0	3	62	79*
CCN1CCN(C(c2cccs2)C(C)NS(=O)(=O)c2ccc(C)cc2)CC1 (stereo unspecified)	1	4	-1	-9	-3	-0.3	1	-8	-10
Cn1ccc2c(-c3ccc4[nH]ccc4c3)cc3c(c21)C1CCC3O1 (stereo unspecified)	-2	2	0	·	·	0.2	1	-3	-8
O=C(Cc1ccccn1)c1ccc(O)cc1O	0	2	8	-16	3	0.8	0	12	-2
CCOC(=O)c1cc(/C(C)=N/OC(=O)c2ccc(C(C)(C)C)cc2)on1	-7	10	-9	-6	-1	0.6	1	-13	-1
O=C(NCCN=C1NS(=O)(=O)c2ccccc21)c1ccc2nccnc2c1	-6	10	2	-7	-3	-0.5	0	-18	1
COc1ccccc1C(=O)NCCCNC(=O)c1cnccn1	-6	7	8	-4	0	0.2	2	-4	0
O=C(Cc1ccc(Br)cc1)Nc1ccc2[nH]ncc2c1	4	1	14	-7	-10	0.6	1	1	-2
CCCNS(=O)(=O)c1ccc(N2CCCC2=O)c([N+](=O)[O-])c1	-6	2	-5	2	0	0.4	1	1	-3
Cc1ccc(-n2ncc3c(SCC(N)=O)ncnc32)cc1C	-3	9	0	·	·	0.9	1	8	2
O=[N+]([O-])CC(c1ccccc1)c1c[nH]c2ccccc12 (stereo unspecified)	-5	13	-7	-3	-1	-0.3	-1	-15	-2
COc1cc(NS(=O)(=O)c2ccc(NC(=O)/C=C/C(=O)O)cc2)nc(OC)n1	-3	10	-14	-2	-6	3.7	1	-19	-1

Three of these compounds, set out differently.
> COc1cc2c(cc1OC)[C@H](C)N(C(=O)NCc1ccccc1)CC2
  M4 antag: -9
  CHRM1 PAM: 4
  CHO-K1 Ca antag: -1
  OXTR potentiate: 1
  CHO parental Ca: -7
  M1 ag parental: -0.1
  CHRM4 agonist: 1
  CHRM1 antagonist: -2
  CHRM1 agonist: -1
> CC(C)CC1C(=O)N(Cc2cn(Cc3ccco3)nn2)CCS(=O)(=O)N1Cc1ccc(-c2ccc(F)cc2)cc1 (stereo unspecified)
  M4 antag: 15
  CHRM1 PAM: 0
  CHO-K1 Ca antag: -8
  OXTR potentiate: ·
  CHO parental Ca: ·
  M1 ag parental: 1.0
  CHRM4 agonist: 8
  CHRM1 antagonist: 2
  CHRM1 agonist: -1
> COc1ccccc1NC(=O)CN1CCCCC1
  M4 antag: 2
  CHRM1 PAM: -2
  CHO-K1 Ca antag: 5
  OXTR potentiate: 3
  CHO parental Ca: -11
  M1 ag parental: -0.3
  CHRM4 agonist: 0
  CHRM1 antagonist: -2
  CHRM1 agonist: -5

More compounds:
SMILES	M4 antag	CHRM1 PAM	CHO-K1 Ca antag	OXTR potentiate	CHO parental Ca	M1 ag parental	CHRM4 agonist	CHRM1 antagonist	CHRM1 agonist
CC(C)=CC(=O)NCCc1ccccc1	1	4	9	-2	-17	-0.5	1	-9	0
CN(C(=O)c1cc2n(n1)C(C(F)(F)F)CC(c1ccco1)N2)c1ccccc1 (stereo unspecified)	10	7	-3	-12	-19	0.2	-1	-9	-1
NC(=O)c1c(N)sc2c1CCCCC2	0	-3	-10	-14	-17	0.3	0	9	-2
O=C(CN(Cc1cccs1)C(=O)CSc1nnc(COc2ccccc2)o1)NC1CCCC1	-10	6	-26	-3	-10	-0.4	0	-4	-2
CCc1ccc(-c2cc3c(=O)n(CC(=O)NCCCN4CCN(Cc5ccccc5)CC4)nc(C)n3n2)cc1	17	6	12	-10	8	5.6	11	0	1
CN1/C(=C\C(=O)COC(=O)c2ccccc2O)C(C)(C)c2ccccc21	6	-7	5	-21	10	17*	7	8	-2
COc1ccc(S(=O)(=O)c2nnn(-c3ccccc3Cl)c2N)cc1	9	-12	16	-9	4	1.9	3	16	-2
Cc1c(C)n(CC(O)CN2C(=O)c3ccccc3S2(=O)=O)c2ccccc12 (stereo unspecified)	-3	9	-12	-22	-4	1.5	8	-5	3
CCC(=O)C1CCCN(C(=O)c2ccc(OC3CCN(C(=O)CCOC)CC3)cc2)C1 (stereo unspecified)	0	4	1	-2	-7	0.6	0	-3	-1
C/C(=N\Nc1ccc(C(F)(F)F)cn1)c1ccc(S(=O)(=O)NCc2ccco2)cc1	-2	-4	-1	-9	-15	-0.4	0	7	0
CC(C)OCC(O)CN1CCN(CC(O)COc2ccc3c(c2)OCO3)CC1 (stereo unspecified)	-1	11	1	-1	-7	0.2	0	-13	-3
Cc1ccc(OCc2nc(C#N)c(N3CCCCC3)o2)cc1	-6	-9	-3	-1	-10	-0.5	-1	2	-7
COC(=O)CN1C(=S)N(Cc2ccccc2)C(=O)C1CC(=O)Nc1ccc(Br)cc1 (stereo unspecified)	2	5	-4	-22	-8	1.2	9	-3	-1
COC(=O)C1=NN(c2ccc(C)cc2)C2C(=O)N(c3ccccc3OC)C(=O)C12 (stereo unspecified)	-2	1	-14	-8	-22	1.0	2	-5	-1
Cc1ccn2c(CNCCCn3cccn3)c(C(=O)N3CCCCCC3)nc2c1	4	7	-7	-16	-12	0.6	0	-9	-8
COc1ccccc1N1CCN(S(=O)(=O)CCNC(=O)COc2ccccc2)CC1	-12	1	-2	·	·	3.4	9	-8	-3
Cc1ccc(N(CC(=O)Nc2c(C)cccc2C)S(C)(=O)=O)cc1	-3	5	-2	-3	-20	0.9	1	-8	-2
COc1ccc(N2CCN(c3oc(COc4ccccc4)nc3C#N)CC2)cc1	6	-3	4	-2	7	9.2	2	3	-2
OC(c1cccc(F)c1)c1ncc(-c2ccc3ccccc3c2)[nH]1 (stereo unspecified)	2	5	-2	·	·	1.6	8	-8	-2
Cc1nc(OCc2ccccc2)c2ccccc2n1	-11	6	-5	-8	-15	1.1	1	-15	-3
COc1cc([N+](=O)[O-])ccc1-c1ccc(/C=N\n2cnnc2)o1	-3	17	-2	·	·	0.7	1	-27	-2
C#CCNC(=O)C1=C[C@H](c2ccc3c(c2)OCO3)[C@@H](CCCO)[C@H](OCC)O1	3	5	-10	-7	-17	0.1	0	-2	-4
C/C(=C\c1ccco1)C1C(C#N)=C(N)Oc2n[nH]c(-c3ccccc3)c21 (stereo unspecified)	10	-6	12	-1	-12	0.0	0	4	-6
CCOC(=O)CNC(=O)CSc1nnc(Cn2cnc3ccccc32)n1C	0	8	-20	-9	2	0.9	0	-7	-2
C[C@@H]1CC2[C@@H]3CC[C@H]4CC(=O)CC[C@]4(C)C3=CC[C@]2(C)[C@@]1(O)C(=O)CO (stereo partly specified)	-7	11	0	-15	-11	3.2	4	-7	-3
Cc1ccc(C)c(CSc2ncccc2C(=O)O)c1	7	6	6	6	1	-0.5	0	-10	-3
O=C(CSc1nnc(COc2ccccc2)o1)N1CCOCC1	-8	5	-19	0	1	0.5	1	-13	1
O=C(CN1C(=O)C(=O)N(C2CCCC2)C1=O)NCCc1ccc(Cl)cc1Cl	-2	12	-12	3	-12	0.1	2	-8	-2
CCOc1ccc(NC(=O)c2cccs2)c([N+](=O)[O-])c1	-1	-3	24	-15	0	-0.2	0	-20	-2
COc1ccc(-c2nc(-c3ccccc3)nc(N3CCN(C)CC3)c2C#N)cc1	0	8	8	-3	-9	2.3	8	-14	-2
Cc1ccc(OCc2nnc(SCC(=O)O)n2-c2ccccc2)cc1	2	6	-12	-4	-18	1.4	7	-9	-3
Cc1ccc(C2(C)NC(=O)N(CC(=O)N(Cc3ccccc3)C(C)(C)C)C2=O)cc1 (stereo unspecified)	-11	0	-8	-17	-21	0.0	4	4	2
COc1ccccc1C(CNC(=O)C(C)(C)Oc1ccc(Cl)cc1)N1CCCC1 (stereo unspecified)	10	-27	12	-1	-15	0.7	1	89*	-8
Cc1nn(C)c(C(=O)N/N=C/c2ccc(C(F)(F)F)cc2)c1[N+](=O)[O-]	3	-1	-4	-11	-2	0.2	-1	12	-8
C[C@H](CO)N1C[C@H](C)[C@@H](CN(C)Cc2ccc3c(c2)OCO3)Oc2c(NS(C)(=O)=O)cccc2C1=O	0	4	-10	3	-9	0.9	1	-11	-1
Cn1nnc(NC(=S)NC(=O)c2cccc3c(Br)cccc23)n1	4	-8	-5	-5	-8	1.0	2	12	-5
O=C(O)c1cc2c(s1)-c1ccccc1OC2	-2	6	-11	-3	-10	0.4	0	2	-2
NS(=O)(=O)c1cccc(NC(=O)Cn2cnc3ccccc3c2=O)c1	5	3	-15	-3	-2	-0.1	1	-4	-3
CC(=O)OC(CC(=O)O)C[N+](C)(C)C (stereo unspecified)	-14	12	-5	-7	2	0.6	1	-33	-1
Cc1noc(C)c1C(=O)OCC(=O)N1CCN(S(=O)(=O)c2ccc3ccccc3c2)CC1	-6	3	-13	-2	-5	0.8	2	-32	-3
C#CCOCCOCCOCCNc1nc(N2CCN(C(=O)[C@H](CCC(=O)O)n3cc(C(N)CO)nn3)CC2)nc(N2CCN(C(=O)[C@H](CCC(=O)O)n3cc(C(N)[C@H](C)CC)nn3)CC2)n1 (stereo partly specified)	-4	-5	-9	-5	1	0.4	0	4	-2
Fc1ccccc1NC(=S)NNc1ncc(C(F)(F)F)cc1Cl	-8	-5	-2	-21	0	6.5	10	-20	6
CCOCN(C(=O)Cn1c(COC)nc2ccccc21)c1c(C)cccc1CC	3	10	-17	-9	-17	1.0	0	-11	-2
Cc1ccc2cc(CN(CC3CCCO3)S(=O)(=O)c3ccccc3)c3nnnn3c2c1 (stereo unspecified)	12	-4	7	-4	-25	3.7	9	-6	-8
O=C(c1nc2ncccn2n1)N1CCN(c2ccccc2)CC1	-2	0	-4	-5	-1	1.6	5	8	-4
